Source: PubChem
TRPV1 agonist – human TRPV1 agonism | TRPV1-expressing cells, Fluo-8 calcium influx, agonist mode | Q8NER1 | activation, % at 8.33 µM | hit rate 0.19% among 320,000; in the data active means activation above about 80%; inconclusive means between about 30% and that limit; further: 0% is about no effect
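Fluo-8 calcium influx in TRPV1-expressing cells, kinetic read (ex 480/em 520 nm). Compound added and read 3 min for agonist activity, followed by capsaicin at EC20 final and 2 min further read for enhancement.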
ELG1 genotoxic – induces genotoxicity in HEK293T cells with luciferase-tagged ELG1; HEK293T ELG1-luciferase reporter, luminescence, 16 h; Potency, µM (titrated, usually from 46 µM), for inactives: at the top dose activity change, positive = activation, actives largely listed as activators; hit rate 1.3% among 330,000; AID 504466; further: potency means the concentration at half of the fitted maximal effect; % of control where 0% means no effect; nearly all actives have a fitted effect of over 60% in size
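Quantitative HTS format in 1536-well plates. HEK293T ELG1-luciferase reporter cells receive test compound and are incubated 16 hr at 37 °C, 5% CO2; ONE-Glo added, 30 min room temperature, then luminescence read.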
VP16 counter – inhibits Gal4-VP16 luciferase reporter, ROR gamma counter-screen | Drosophila S2 Gal4-VP16 UAS-luciferase, luminescence, 20 h | Potency, µM (top dose mostly 53.6 µM), for inactives: at the top dose activity, negative = inhibition, actives largely listed as inhibitors | hit rate 3.5% among 310,000 | AID 2546;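 further: Gal4-VP16 expression switched on by copper sulfate through the metallothionein promoter; potency means the concentration at half of the fitted maximal effect; on the % scale 0 is the no-effect control and ±100 the full control effect; nearly all actives have a fitted effect of over 50% in size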
RORg inh – ROR gamma (mouse) transcription inhibition. P51450. Drosophila S2 Gal4-RORgamma UAS-luciferase reporter, 20 h. Potency, µM (titrated, usually from 53.6 µM), for inactives: top-dose activity change, negative = inhibition, actives largely listed as inhibitors. hit rate 5.4% among 310,000. AID 2551; further: potency means the concentration at half of the fitted maximal effect; on the % scale 0 is the no-effect control and ±100 the full control effect; nearly all actives have a fitted effect of over 60% in size
Target sequence (P51450 whole entry, looked up, the tested form may be a part): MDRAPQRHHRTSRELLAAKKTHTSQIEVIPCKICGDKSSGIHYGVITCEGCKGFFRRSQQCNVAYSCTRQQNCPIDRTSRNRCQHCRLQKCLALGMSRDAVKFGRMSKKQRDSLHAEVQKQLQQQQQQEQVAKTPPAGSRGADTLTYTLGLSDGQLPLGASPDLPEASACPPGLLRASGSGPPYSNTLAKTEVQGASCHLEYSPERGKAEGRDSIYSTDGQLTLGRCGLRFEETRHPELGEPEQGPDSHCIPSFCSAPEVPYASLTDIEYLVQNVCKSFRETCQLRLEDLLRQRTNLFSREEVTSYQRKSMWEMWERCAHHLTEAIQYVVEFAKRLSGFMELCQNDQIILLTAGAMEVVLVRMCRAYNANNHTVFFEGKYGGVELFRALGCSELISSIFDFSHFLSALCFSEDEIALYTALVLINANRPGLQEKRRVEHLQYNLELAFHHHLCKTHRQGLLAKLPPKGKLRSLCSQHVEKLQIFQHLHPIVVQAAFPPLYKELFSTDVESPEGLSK
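Luciferase reporter read in Schneider cells carrying Gal4-RORγ (mouse) and UAS-Photinus luciferase; cells given compound 1 h before 700 uM copper sulfate induction, then incubated 20 h at ambient temperature.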
p53 reactivator – mutant p53 re-activation in reporter cells | H1299 p53-A138V BP100-luciferase reporter, luminescence, 24 h | Potency, µM (series often up to 92.2 µM), for inactives: at the highest dose activity change, positive = activation, actives largely listed as activators | hit rate 0.063% among 320,000; further: potency means the concentration at half of the fitted maximal effect; % of control where 0% means no effect; nearly all actives have a fitted effect of over 45% in size
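H1299 (p53-null), stable ts p53-A138V + BP100-Luc; 1000 cells/well, Opti-MEM/10% FBS; cpd 4 pt, 1:5; 24 h, 37 deg C, 5% CO2; detection reagent 10 min RT; luminescence.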
ELG1 repair inh – inhibitors of ELG1-dependent DNA repair in HEK293T cells; Potency, µM (top dose mostly 46.1 µM), without a hit: at the top dose activity change, negative = inhibition, actives largely listed as inhibitors; hit rate 2.3% among 330,000; AID 504467; HEK293T ELG1-luciferase reporter, luminescence, 16 h; DNA damage induced by 5-fluorouridine; further: potency means the concentration at half of the fitted maximal effect; on the % scale 0 is the no-effect control and ±100 the full control effect; nearly all actives have a fitted effect of over 55% in size
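Quantitative HTS, concentration-response format. 2,000 cells/well co-treated with 5-fluorouridine and compound, 16 hr in 5% CO2 at 37 °C; ONE-Glo luminescence read after 30 min.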
Tb PFK block – inhibitors of T. brucei phosphofructokinase; O15648; T. brucei PFK, ADP-Glo luminescence; Potency, µM (highest dose often 57.5 µM), without a hit: at the top dose activity, negative = inhibition, hits mostly inhibitors; hit rate 0.17% among 330,000;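 further: potency means the concentration at half of the fitted maximal effect; 0% = uninhibited 1x PFK enzyme wells and -100% = no-enzyme wells; nearly all actives have a fitted effect of over 60% in size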
Target sequence (O15648 whole entry, looked up): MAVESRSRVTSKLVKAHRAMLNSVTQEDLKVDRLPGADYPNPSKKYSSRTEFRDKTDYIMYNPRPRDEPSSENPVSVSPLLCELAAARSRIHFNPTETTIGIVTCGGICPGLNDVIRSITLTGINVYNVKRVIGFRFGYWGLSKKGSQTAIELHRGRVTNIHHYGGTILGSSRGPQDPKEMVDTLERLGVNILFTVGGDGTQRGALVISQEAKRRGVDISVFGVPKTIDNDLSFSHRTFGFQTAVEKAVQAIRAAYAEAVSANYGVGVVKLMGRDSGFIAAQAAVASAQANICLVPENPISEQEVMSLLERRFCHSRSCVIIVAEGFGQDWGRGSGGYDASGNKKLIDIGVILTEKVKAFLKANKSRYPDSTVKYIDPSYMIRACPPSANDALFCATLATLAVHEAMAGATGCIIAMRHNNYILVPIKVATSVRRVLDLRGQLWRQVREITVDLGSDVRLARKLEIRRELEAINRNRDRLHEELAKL
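In TEA buffer at pH 8.0 with 5 mM MgCl2, enzyme (1.25 nM) converted F6P (0.5 mM) and ATP (0.1 mM) for 45 min at room temperature. ADP product was read by luciferase luminescence.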
BRCA1 expr up – BRCA1 expression activation | MCF7-BRCA1-FFLuc reporter, luminescence, 48 h; response scale: scaled: vehicle 0%, 10 µM genistein 100% | Potency, µM (titrated, usually from 46.1 µM), for inactives: at the highest dose activation, actives largely listed as activators | hit rate 1.1% among 380,000; further: potency means the concentration at half of the fitted maximal effect; nearly all actives have a fitted effect of over 80% in size; some results filed as inactive show a strong effect at the top dose
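Cells: MCF7-BRCA1-FFLuc, 2000/well. Exposure: 48 h, 37 °C, 5% CO2. Read: luminescence, 15 min post-substrate. Controls: genistein 10 microM (maximal activation), DMSO (neutral).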
NPC1 promoter act – NPC1 promoter activation; hit rate 2.4% among 320,000; Huh7 NPC1 promoter luciferase reporter, 24 h; Potency, µM (doses to about 9.22 µM), inactives show top-dose activation, most hits filed as activators;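 further: potency means the concentration at half of the fitted maximal effect; % of control where 0% means no effect; nearly all actives have a fitted effect of over 60% in size; reporter is driven by a mutant NPC1 promoter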
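Luminescence from an NPC1 promoter-driven luciferase reporter in stably transfected Huh7 cells was measured after 24 h compound treatment at 37 °C, followed by 10 min ambient incubation with luciferase detection reagent.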
Rab9 promoter act – Rab9 promoter activation; Potency, µM (titrated, usually from 9.22 µM), inactives show at the highest dose activation, negative = inhibition, usual class: activators; hit rate 2.8% among 320,000; Huh7 Rab9 promoter-luciferase reporter, luminescence, 24 h; AID 485297; further: potency means the concentration at half of the fitted maximal effect; % of control where 0% means no effect; nearly all actives have a fitted effect of over 60% in size
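Rab9 promoter-driven luciferase in stably transfected Huh7 cells; 1500 cells/well rested 2 h, exposed to compound in DMSO for 24 h at 37 °C, 5% CO2. Luminescence read 10 min after adding luciferase reagent at ambient temperature.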
FLuc modulator – firefly luciferase modulation, counter-screen for miR-21 project | purified FLuc, Km substrates, luminescence inhibition | Potency, µM (series often up to 57.5 µM), without a hit: at the top dose activity change, negative = inhibition, actives largely listed as inhibitors | AID 588342 | hit rate 6.9% among 360,000 | P08659;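 further: potency means the concentration at half of the fitted maximal effect; plate controls were vehicle for no effect and reference inhibitor for full effect; nearly all actives have a fitted effect of over 55% in size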
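Purified P. pyralis luciferase, 10 nM final, with Km-level 10 uM D-luciferin and 10 uM ATP in 50 mM Tris acetate pH 7.5, 10 mM Mg acetate, 0.01% Tween-20, 0.05% BSA; 6-point qHTS titration about 60 µM downward; luminescence read.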
Active calls of the source: *; ? = inconclusive; · = not tested or not shown; [ ] = dose if it differs, or a comment. Unless noted, the call rests on the fitted dose curve; in most records, active means well fitted curve in the direction sought with a large enough effect; inconclusive means small, poorly fitted or top-dose-only effect, or another doubt; inactive means no such curve, though single readings can be large; an effect the other way counts as inactive or inconclusive.

canonical_smiles	TRPV1 agonist	ELG1 genotoxic	VP16 counter	RORg inh	p53 reactivator	ELG1 repair inh	Tb PFK block	BRCA1 expr up	NPC1 promoter act	Rab9 promoter act	FLuc modulator
CCN1CCCC1CNC(=O)c1c(O)c2c([nH]c1=O)CCCC2 (centres undefined)	0	3%	0%	11%	2%	11%	-6%	3%	3%	8%	0%
CC(C)=CC(=O)OCC(=O)Nc1cccc([N+](=O)[O-])c1	5	-1%	-5%	?	15%	22%	-6%	0%	1%	0%	-7%
Cc1cccc(-n2ncc3c2CCCC3NC(=O)CCc2cccnc2)c1C (centres undefined)	8	-1%[9.26 µM]	?	23%	13%	?	-2%	-33%	-1%	-13%	-2%
CCNc1nc(SC(C)C(=O)Nc2ccccc2)nc(N(C)C)n1 (centres undefined)	3	-5%	-7%[10 µM]	1%	4%	?	1%	-31%	-10%	-10%	-2%
CC1CCCCC1NC1=NCCCS1 (centres undefined)	-3	-3%	4%	-14%	1%	5%	-1%	·	-1%	0%	-2%
CC(OC(=O)C1=Cc2ccccc2OC1)C(=O)NCc1ccco1 (centres undefined)	3	-7%	-3%	7%	0%	-5%	1%	15%	-1%	-3%	-8%
Cc1c(C(=O)CN2CCN(c3ccccc3)CC2)c2ccccc2n1C	2	1%	21%	13%	-2%	4%	4%	-19%	0%	0%	1%
CN(c1ccc(C(=O)NCc2ccc3c(c2)OCO3)cc1)S(=O)(=O)c1ccccc1	25	-4%	-1%	24%	4%	-24%	3%	-3%	-2%	3%	-2%
COc1ccc(CNC(=S)Nc2cc(OC)ccc2OC)cc1	1	-1%	?	18µM*	-1%	13%	0%	-15%	0%	-2%	-1%
c1ccc(-c2n[nH]c3c2CCC3)cc1	0	2%	-21%	13µM*	-12%	-1%	1%	2%	1%	3%	0%

More structures:
canonical_smiles	TRPV1 agonist	ELG1 genotoxic	VP16 counter	RORg inh	p53 reactivator	ELG1 repair inh	Tb PFK block	BRCA1 expr up	NPC1 promoter act	Rab9 promoter act	FLuc modulator
COc1ccc(CCN2CC(C(=O)N3CCC(OC)CC3)CCC2=O)cc1 (centres undefined)	-4	2%	2%	-10%	20%	18%	0%	-20%	-1%	15%	5%
CCN(C(=O)COc1ccccc1[N+](=O)[O-])C1CCS(=O)(=O)C1 (centres undefined)	-1	-1%	1%	-1%	-3%	1%	3%	21%	-5%	-1%	5%
C=CCON1C(=O)C(=O)N(OCC=C)[C@H]2CCCC[C@H]21	0	0%	1%	-14%	1%	6%	-9%	28%	-2%	1%	2%
CCCC(c1nnnn1CS(=O)(=O)c1ccc(C)cc1)N1CCN(c2ccccc2)CC1 (centres undefined)	7	8%	11%	0%	7%	-23%	-6%	-12%	0%	0%	-1%
O=C(COC(=O)c1ccc(F)cc1)Nc1nc2ccc([N+](=O)[O-])cc2s1	1	-1%	-1%	-1%	12%	3%	3%	-6%	-4%	1%	-21%
COc1ccc(CNC(=O)COC(=O)Cc2ccc(Cl)cc2Cl)cc1	-7	2%	-25%	-9%	1%	23%	-8%	-36%	0%	-1%	2%
COc1ccc(S(=O)(=O)Nc2cc(S(=O)(=O)c3ccccc3)c(O)cc2C)cc1	-3	-10%	1%	23%	-5%	-17%	2%	-13%	3%	-4%	-1%
CCCCCOc1ccc(C(=O)Nc2ccc(N3CCOCC3)cc2N2CCOCC2)cc1	3	1%	·	·	2%	13%	-1%	14%	-7%	4%	-1%
CCCCOc1ccc(S(=O)(=O)NC(=O)NCc2ccc(OCCC)cc2)cc1	-1	2%	14%	-1%	-11%	7%	1%	0%	-1%	-3%	1%
COc1cc(/C=C/C(=O)NC2CCCCC2)cc(OC)c1OC	1	?	-6%	?	-15%	14%	2%	-12%	1%	-1%	-3%

Later entries
canonical_smiles	TRPV1 agonist	ELG1 genotoxic	VP16 counter	RORg inh	p53 reactivator	ELG1 repair inh	Tb PFK block	BRCA1 expr up	NPC1 promoter act	Rab9 promoter act	FLuc modulator
CCCCCN(C(=O)CCC(=O)OCC(=O)c1c(C)cc(C)cc1C)c1c(N)n(CCCC)c(=O)[nH]c1=O	-1	-8%	·	·	-1%	-17%	-8%	-31%	0%	0%	1%
O=C(NCc1ccc(F)cc1)C1CCN(S(=O)(=O)c2ccc(Cl)cc2)CC1	21	-7%	1%	-7%	-6%	3%	-2%	-23%	-2%	-2%	0%
CCN(CC)C(=O)COc1ccc2c(-c3ccc(OC)cc3)cc(=O)oc2c1	7	-2%	·	·	·	-21%	-1%	-9%	1%	1%	-17%
CCOC(=O)[C@H]1CCC[C@@H](NS(=O)(=O)c2ccc(NC(C)=O)cc2)C1	-1	-1%	3%	44%	4%	-25%	-2%	3%	7%	-3%	2%
O=C(NC1CCN(Cc2ccccc2)CC1)C1CCN(S(=O)(=O)c2cccc3nsnc23)CC1	2	?	-5%	-34%	0%	?	-1%	-4%	-4%	-19%	4%
COC(=O)Cc1c(C)nc2nc[nH]n2c1=O	2	-2%	-13%	-21%	6%	-5%	0%	1%	1%	-1%	3%
O=C(Cn1cc([N+](=O)[O-])cn1)NCCc1nc2ccccc2[nH]1	22	0%	-3%	-4%	-4%	7%	-22%	0%	-3%	-1%	-2%
Cc1ccc(S(=O)(=O)N2CCOCC2)cc1C(=O)Nc1ccc(C(N)=O)cc1	·	0%	12%	-8%	-3%	-10%	0%	-2%	-4%	12%	5%
CC(Sc1nc(N(C)C)nc(N2CCOCC2)n1)C(=O)Nc1ccccc1 (centres undefined)	18	0%	·	10%[0.365 µM]	13%	-16%	6%	-40%	-4%	4%	2%
CCn1c(=O)[nH]c2cc(C(=O)Nc3cc(C)cc(C)c3)ccc2c1=O	-1	-1%	-12%	-4%	-1%	?	-8%	-21%	3%	-10%	-14%

(next part)
canonical_smiles	TRPV1 agonist	ELG1 genotoxic	VP16 counter	RORg inh	p53 reactivator	ELG1 repair inh	Tb PFK block	BRCA1 expr up	NPC1 promoter act	Rab9 promoter act	FLuc modulator
COc1ccc(S(=O)(=O)N2CCOCC2)cc1NC(=O)COc1ccc(C)cc1	·	0%	·	·	-12%	?	4%	0%	·	·	·
Cc1ccc(S(=O)(=O)NNC(=O)c2ccc(F)cc2)cc1	1	-5%	-6%	1%	-29%	-8%	-1%	2%	0%	-1%	-14%
COc1ccc(-c2oc3ccccc3c2C(=O)Oc2ccccc2)cc1	-2	7%	-1%	23%	9%	?	-1%	37%	-4%	11%	-1%
O=C(Nc1cccc(Br)c1)c1ccc(CN2CCc3ccccc3C2)cc1	22	2%	19%	?	14%	?	-9%	10%	-24%	-27%	?
COc1cc(-c2nnc(-c3ccncc3)o2)ccc1OCc1ccccc1	11	-4%	-6%	-26%	-2%	?	3%	-5%	5%	0%	?
O=C(c1ccc(Cn2c(=O)[nH]c3ccccc3c2=O)cc1)N1CCN(c2ccc(Cl)cc2)CC1	-4	-18%	-19%	?	-19%	23µM*	0%	-77%	1%	-9%	5%
CN(Cc1ccccc1)c1ccc(C(CC(N)=O)NC(=O)c2ccccc2)cc1[N+](=O)[O-] (centres undefined)	-1	-3%	?	8%	5%	-28%	-6%	-55%	-4%	-4%	-1%
O=C(CC(=O)N/N=C\c1ccccc1[N+](=O)[O-])NCCc1ccccc1	-3	-4%	1%	42%	·	-17%	-2%	-10%	3%	0%	2%
CCN(CC)C(=O)c1sc(NC(=O)c2ccncc2)c(C(=O)OC)c1C	1	-1%	3%	14%	-3%	-29%	2%	-4%	-3%	-4%	-2%
CN(C)S(=O)(=O)c1cccc(NC(=O)c2cccc(NS(=O)(=O)c3ccccc3)c2)c1	2	-12%	?	?	6%	-47%	-6%	-59%	-3%	-6%	2%

Compounds listed so far that have two or more sulfur atoms:
canonical_smiles	TRPV1 agonist	ELG1 genotoxic	VP16 counter	RORg inh	p53 reactivator	ELG1 repair inh	Tb PFK block	BRCA1 expr up	NPC1 promoter act	Rab9 promoter act	FLuc modulator
COc1ccc(S(=O)(=O)Nc2cc(S(=O)(=O)c3ccccc3)c(O)cc2C)cc1	-3	-10%	1%	23%	-5%	-17%	2%	-13%	3%	-4%	-1%
O=C(NC1CCN(Cc2ccccc2)CC1)C1CCN(S(=O)(=O)c2cccc3nsnc23)CC1	2	?	-5%	-34%	0%	?	-1%	-4%	-4%	-19%	4%
CN(C)S(=O)(=O)c1cccc(NC(=O)c2cccc(NS(=O)(=O)c3ccccc3)c2)c1	2	-12%	?	?	6%	-47%	-6%	-59%	-3%	-6%	2%
